Assay outcomes deposited in PubChem BioAssay by National Center for Advancing Translational Sciences (NCATS).
TSHR antagonist = Antagonists of the Thyroid Stimulating Hormone Receptor: HTS campaign; Thyrotropin receptor (Homo sapiens), P16473; TSHR-expressing cells, TSH-stimulated cAMP HTRF, 2 h; hits give low values; activity change, negative = inhibition, % at 11.5 µM; hit rate 0.2% among 330,000; AID 504810, 2011;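 active = activity change below a set negative limit, meaning inhibition stronger than a set level, cut at about -70% in these data; inconclusive = activity change between two set negative limits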; also: % is scaled to controls: 0 for no effect and ±100 for the full control effect
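Competitive HTRF cAMP read-out (cryptate anti-cAMP antibody, cAMP-d2; 30 min, room temperature) in freshly harvested TSHR cells. Compounds added before TSH at EC80 (4nM final), followed by 2 hours' incubation at 37 deg C.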
USP2a block = qHTS Assay for Inhibitors of Ubiquitin-specific Protease USP2a Using CHOP2 as the Reporter; USP2 core, Ub-CHOP2 coupled fluorogenic reporter, 485/531; hit rate 0.01% among 330,000; Ubiquitin carboxyl-terminal hydrolase 2 (Homo sapiens), O75604; Potency, µM (highest dose often 38.3 µM), inactives show at the top dose activity change, negative = inhibition, actives largely listed as inhibitors;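 also: potency is read from the fitted curve at half-maximal effect; plate controls were DMSO wells for no effect and full inhibition by NEM control for full effect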
Target sequence (O75604 whole entry, looked up): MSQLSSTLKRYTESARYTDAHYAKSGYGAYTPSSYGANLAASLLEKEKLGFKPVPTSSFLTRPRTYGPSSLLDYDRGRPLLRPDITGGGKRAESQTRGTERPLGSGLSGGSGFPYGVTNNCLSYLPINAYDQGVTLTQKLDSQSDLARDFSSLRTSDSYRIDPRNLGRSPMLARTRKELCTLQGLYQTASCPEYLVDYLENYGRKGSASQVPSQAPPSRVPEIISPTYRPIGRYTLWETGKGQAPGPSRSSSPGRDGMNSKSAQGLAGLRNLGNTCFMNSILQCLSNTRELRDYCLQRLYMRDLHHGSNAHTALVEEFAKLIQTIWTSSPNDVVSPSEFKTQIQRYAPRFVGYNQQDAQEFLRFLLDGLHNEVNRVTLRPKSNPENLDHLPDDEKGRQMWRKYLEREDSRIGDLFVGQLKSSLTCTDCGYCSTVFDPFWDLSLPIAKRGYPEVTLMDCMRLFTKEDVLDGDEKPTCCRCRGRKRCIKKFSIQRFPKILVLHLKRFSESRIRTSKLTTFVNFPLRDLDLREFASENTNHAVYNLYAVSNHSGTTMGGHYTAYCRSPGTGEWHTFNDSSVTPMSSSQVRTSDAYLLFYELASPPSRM
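Cell-free coupled assay: 10nM USP2 core preincubated 30min RT with compound in Tris-HCl pH 8.0/CaCl2/CHAPS buffer, then 25nM Ub-CHOP2 and 25nM reporter substrate; fluorescence (Ex 485/Em 531) read after 60min RT, normalized to NEM inhibition, concentration-response curves fitted.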
B2AR arrestin = qHTS assay of beta-arrestin-biased ligands of beta2-adrenergic receptor | Beta-2 adrenergic receptor (Homo sapiens), P07550 | beta-arrestin recruitment to beta2AR, cell-based reporter | Potency, µM (highest dose often 46.1 µM), for inactives: at the highest dose activation, most hits filed as activators | hit rate 0.02% among 330,000 | AID 492947, 2010;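 also: potency is read from the fitted curve at half-maximal effect; 0% = DMSO controls and full agonism = EC100 isoproterenol or metaproterenol; nearly all actives have a fitted effect of over 65% in size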
Target sequence (P07550 whole entry, looked up): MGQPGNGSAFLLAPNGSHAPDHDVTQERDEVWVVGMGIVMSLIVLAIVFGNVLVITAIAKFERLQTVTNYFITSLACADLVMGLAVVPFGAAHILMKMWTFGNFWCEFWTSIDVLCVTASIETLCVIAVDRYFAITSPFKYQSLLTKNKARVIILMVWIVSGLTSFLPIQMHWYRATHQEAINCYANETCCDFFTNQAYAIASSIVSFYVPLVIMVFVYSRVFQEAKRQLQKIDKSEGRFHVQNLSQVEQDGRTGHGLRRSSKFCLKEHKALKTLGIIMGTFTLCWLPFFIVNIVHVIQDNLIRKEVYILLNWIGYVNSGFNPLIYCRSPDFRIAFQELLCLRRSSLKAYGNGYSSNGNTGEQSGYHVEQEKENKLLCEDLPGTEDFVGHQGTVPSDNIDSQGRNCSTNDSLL
uPA surface inh = qHTS for Inhibitors of Cell Surface uPA Generation; cell surface uPA generation assay, qHTS; Potency, µM (doses to about 38.3 µM), inactives show at the highest dose activity change, negative = inhibition, usual class: inhibitors; hit rate 0.31% among 330,000; active = well fitted inhibition curve with a large enough effect; inconclusive = small, poorly fitted or top-dose-only effect; inactive = no such curve, though single readings can be large or run the other way; tested in mouse RAW 264.7 cells; also: potency is read from the fitted curve at half-maximal effect; % is scaled to controls: 0 for no effect and ±100 for the full control effect; nearly all actives have a fitted effect of over 55% in size
TCR activator = Activators of T cell receptors: qHTS campaign | primary human leukocytes, anti-CD3, IL-2 HTRF, 48 h | Potency, µM (titrated, usually from 9.22 µM), for inactives: at the highest dose activation of IL-2 secretion, usual class: activators | 330,000 tested, under 10 active | AID 504894, 2011; also: % of control where 0% means no effect
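IL-2 produced over 48 hr by a-CD3 bead-stimulated primary human leukocytes exposed to compounds was detected with a homogeneous time-resolved FRET immunoassay, 665nm acceptor signal after 320nm excitation.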
Tb PFK block = qHTS Assay to Find Inhibitors of T. brucei phosphofructokinase. ATP-dependent 6-phosphofructokinase (Trypanosoma brucei brucei), O15648. T. brucei PFK, ADP-Glo luminescence. Potency, µM (top dose mostly 57.5 µM), for inactives: at the top dose activity, negative = inhibition, hits mostly inhibitors. hit rate 0.17% among 330,000;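 also: potency is read from the fitted curve at half-maximal effect; 0% = uninhibited 1x PFK enzyme wells and -100% = no-enzyme wells; nearly all actives have a fitted effect of over 60% in size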
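In TEA buffer at pH 8.0 with 5 mM MgCl2, enzyme (1.25 nM) converted F6P (0.5 mM) and ATP (0.1 mM) for 45 min at room temperature. ADP product was read by luciferase luminescence.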
Eya2 inh = qHTS Assay for Inhibitors of the Phosphatase Activity of Eya2. Potency, µM (titrated, usually from 76.9 µM), for the others: top-dose activity, negative = inhibition, most hits filed as inhibitors. hit rate 0.006% among 330,000. recombinant Eya2, OMFP fluorescence dephosphorylation (OMFP is methylfluorescein phosphate). Protein phosphatase EYA2 (Homo sapiens), O00167. AID 488837, 2010; also: potency is read from the fitted curve at half-maximal effect; % is scaled to controls: 0 for no effect and ±100 for the full control effect
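Eya2 (0.2 uM) preincubated 10 min at ambient with compound, then OMFP substrate added at 50 uM; 10 min reaction in 50 mM HEPES pH 7.5, 50 mM NaCl, 5 uM MgCl2, 0.05% BSA, 1 mM DTT. Fluorescence read at Ex 485/Em 525 nm.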
ELG1 repair inh = qHTS screen for small molecules that inhibit ELG1-dependent DNA repair in human embryonic kidney (HEK293T) cells expressing luciferase-tagged ELG1. Potency, µM (series often up to 46.1 µM), inactives show at the highest dose activity change, negative = inhibition, most hits filed as inhibitors. HEK293T ELG1-luciferase reporter, luminescence, 16 h; DNA damage induced by 5-fluorouridine. AID 504467, 2011. hit rate 2.3% among 330,000; also: potency is read from the fitted curve at half-maximal effect; % is scaled to controls: 0 for no effect and ±100 for the full control effect; nearly all actives have a fitted effect of over 55% in size
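Overnight (16 hr) co-exposure of 2,000 cells/well to 5-fluorouridine and compound at 37 °C preceded detection. Luciferase was quantified via ONE-Glo luminescence; loss of signal denotes inhibition.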
BCR signal inh = qHTS Assay to Find Inhibitors of Chronic Active B-Cell Receptor Signaling | hit rate 0.05% among 340,000 | Potency, µM (highest dose often 46.1 µM), for the others: at the highest dose ratio change, negative = lower green/red ratio, most hits filed as inhibitors | AID 493014, 2011 | ABC-DLBCL IkBa-CBG/CBR reporter, luminescence ratio, 4 h; active = well fitted inhibition curve with a large enough effect in the signal ratio, with a control signal flat, not every such curve was filed as active; inconclusive = small, poorly fitted or top-dose-only effect, or effect the other way, or a change in a side signal; the % refers to the signal ratio;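 also: potency is read from the fitted curve at half-maximal effect; plate controls were basal doxycycline-induced cells for no effect and cells given 10 µM MG132 for full effect; MG132 reads +100%, hits lower the ratio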
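Concentration-response series (up to 46 uM) were applied to TMD8 dual-reporter cells for 4 h at 37C with doxycycline. Green/red ratio, after filter-overlap correction, defined %Activity; red signal alone was normalised to basal cells and zero luminescence.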
PTAP TSG101 blk = qHTS Assay for Iinhibitors of HIV-1 Budding by Blocking the Interaction of PTAP/TSG101; Tumor susceptibility gene 101 protein (Homo sapiens), Q99816; Fluorescence polarization, FITC-PTAP peptide / Tsg101 binding; Potency, µM (highest dose often 115 µM), inactives show top-dose activity change, negative = inhibition, most hits filed as inhibitors; 340,000 tested, under 10 active; active = well fitted inhibition curve with a large enough effect in the main read-out, with a control signal flat, not every such curve was filed as active; inconclusive = small, poorly fitted or top-dose-only effect, or effect the other way, or a change in a side signal; inactive = no such curve, though single readings can be large or run the other way; also: potency is read from the fitted curve at half-maximal effect; % of control where 0% means no effect
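Compounds were pin-transferred onto Tsg101 binding domain (10 uM final) in HEPES pH 7.5 buffer, then FITC-PTAP peptide was added at 50 nM final. After 20 min at RT, polarization reported peptide displacement across a qHTS concentration series.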
Mito fusion act = qHTS Assay for Small Molecule Inhibitors of Mitochondrial Division or Activators of Mitochondrial Fusion. S. cerevisiae fusion-defective mutant growth rescue, CellTiterGlo 48 h. Potency, µM (titrated, usually from 46.1 µM), without a hit: at the top dose growth rescue (activation), most hits filed as activators. hit rate 0.23% among 320,000;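 also: potency is read from the fitted curve at half-maximal effect; % of control where 0% means no effect; nearly all actives have a fitted effect of over 45% in size; temperature-sensitive fusion mutants such as fzo1-1 at 37 °C on non-fermentable ethanol glycerol medium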
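Temperature-sensitive fusion-defective S. cerevisiae (e.g. fzo1-1, mgm1-5) were grown with compound in YPEG medium (3% ethanol, 3% glycerol) for 48 hours at 37C. Growth rescue was measured as viability by CellTiterGlo luminescence after 10 minutes at ambient.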
Starred values were filed as active, the others as inactive; ? = inconclusive; . = not tested or not shown; [ ] = dose if it differs, or a comment. Unless noted, calls follow the shape of the dose curve; as a rule, active = well fitted curve in the direction sought with a large enough effect; inconclusive = small, poorly fitted or top-dose-only effect, or another doubt; inactive = no such curve, though single readings can be large; an effect the other way counts as inactive or inconclusive.

canonical_smiles,Eya2 inh,Mito fusion act,TSHR antagonist,PTAP TSG101 blk,USP2a block,BCR signal inh,uPA surface inh,B2AR arrestin,ELG1 repair inh,TCR activator,Tb PFK block
Cc1ccc(S(=O)(=O)N2CCOCC2)cc1NC(=O)CN1CCC(Cc2ccccc2)CC1,-25%,10%,2,-4%,1%,?,-13%,0.2%,?,6%,0%
CCCCNC(NCCCC)=C(S(=O)(=O)CC)S(=O)(=O)CC,2%,-1%,-4,-10%,-1%,10%,2%,-0.2%,2%,3%,-5%
CCc1nnc(NC(=O)CSc2nnc(-c3ccccc3O)n2-c2ccc(C)cc2)s1,-10%,0%,2,-6%,-8%,-7%,-10%,-0.6%,-30%,1%,-7%
CC(OC(=O)c1ccccc1C(=O)N(C)c1ccccc1)C(=O)Nc1ccccc1[N+](=O)[O-] (configuration not stated),-8%,11%,-2,0%,0%,11%,7%,-0.1%,1%,-1%,-1%
OCc1nc2ccccc2n1Cc1c(F)cccc1Cl,1%,4%,1,-1%,5%,-6%,20%,-0.9%,-9%,0%,-5%
Cc1ccc(O)c(NC(=O)COc2cc(C)ccc2C)c1,-13%,-4%,-12,-5%,1%,?,-7%,0.0%,6%,3%,1%
COC(=O)CC1C(=O)NCCN1C(=S)Nc1ccccc1Cl (configuration not stated),11%,0%,8,-5%,3%,0%,.,0.3%,?,0%,3%
O=C(c1cc2ccccc2o1)c1cccs1,0%,0%,-4,-5%,0%,?,-5%,0.0%,?,7%,0%
CCO/C([O-])=N/c1sn[n+](C)c1C,12%,-3%,2,-4%,1%,2%,10%,-1.0%,12%,0%,1%
COc1ccc(CS(=O)c2nc(C)cc(C)c2S(C)(=O)=O)cc1 (configuration not stated),-26%,-9%,7,1%,-5%,-6%,-9%,-0.4%,-3%,5%,-3%
O=C(NCc1ccccc1)N1CCCC1,6%,3%,-5,-1%,2%,6%,10%,0.3%,3%,-21%,-5%
O=C(N/N=C\c1cc(Cl)ccc1O)c1ccc(S(=O)(=O)N2CCCCC2)cc1,-4%,4%,19,1%,-6%,-8%,-9%,-0.1%,?,7%[46.1 µM],9%
Cc1ccc(S(=O)(=O)N2CCN(c3cccc(C)c3)CC2)cc1,1%,-2%,-14,-1%,4%,2%,22%,-0.2%,-2%,12%,0%
Cc1ccc(Nc2nc(OC(C(F)(F)F)C(F)(F)F)nc(N3CCOCC3)n2)cc1,0%,-3%,-12,0%,-1%,1%,14%,0.0%,?,6%,-2%
COc1ccc(C2c3c(ncn(CCCO)c3=N)Oc3ccc4ccccc4c32)cc1 (configuration not stated),7%,?,3,-1%,-8%,?,-6%,4.7%,?,5%,1%
Cc1cccc(C)c1NC(=O)Cn1c(=O)c(N2CCCCC2)c(N)n(C)c1=O,-4%,.,-4,1%,2%,1%,6%,-0.2%,?,-2%[46.1 µM],2%
COc1ccc(OC)c(C2C(C(=O)c3cccs3)=C(O)C(=O)N2CCN(C)C)c1 (configuration not stated),-2%,1%,8,-5%,0%,0%,0%,0.1%,13%,.,-1%
CCc1ccc(NC(=O)CCNS(=O)(=O)c2cccc3nsnc23)cc1,-2%,5%,-2,-9%,4%,0%,1%,0.3%,-12%,8%,0%
Cc1cc2ccccc2n1CCNCc1c(C(=O)N2CCOCC2)nc2ccccn12,-14%,-4%,0,-5%,-15%,-1%,7%,5.3%,9%,9%,-10%
Cc1cccc(C2N=C(N)Nc3nc4ccccc4n32)c1 (configuration not stated),-21%,2%,-4,-3%,-1%,0%,-3%,0.3%,11%,-4%,0%
CSc1ncc(C(=O)Nc2ccccc2F)c(-c2ccccc2)n1,4%,3%,4,-3%,-1%,2%,-16%,-0.8%,-5%,1%,-3%
COc1ccc(S(=O)(=O)NCc2ccccn2)cc1Br,-3%,-2%,21,-4%,-1%,-1%,0%,-0.4%,5%,-3%,2%
CCCCNC(=O)c1ccccc1C(=O)NCCCC,14%,-1%,19,-4%,-1%,0%,-2%,-0.2%,3%,.,0%
C[n+]1ccccc1/C=C/c1ccc2ncccc2c1,-5%,0%,1,0%,1%,5%,-12%,-0.8%,0%,.,-1%
O=C(O)c1cccc(NC(=O)c2ccccc2NC(=O)c2ccccc2F)c1,-8%,1%,-14,-3%,2%,-3%,-10%,0.2%,3%,-19%,0%
Cc1cc(=O)nc2c3ccccc3n(CC(=O)NCCCN3CCCC3=O)n12,-3%,0%,18,-5%,2%,-9%,-4%,0.2%,21%,-6%,-3%
O=C(NCCS(=O)(=O)NC1CCCC1)c1ccc(F)cc1,-13%,-4%,11,-2%,-1%,-6%,-6%,-0.1%,16%,2%,-28%
Cc1cc(C)nc(CC(N)=O)n1,2%,0%,-1,-2%,1%,-5%,0%,-0.2%,9%,-18%,-4%
COc1ccc(/C=N/NC(=O)CCSc2nc3ccccc3s2)cc1OC,-2%,-6%,12,-6%,3%,3%,?,5.2%,?,1%[46.1 µM],-2%
CC(=O)NS(=O)(=O)c1ccc(NC(=O)c2cc(-c3ccc(C)cc3)nc3ccccc23)cc1,16%,-5%,15,-6%,3%,?,0%,0.2%,16%,2%[46.1 µM],-10%
O=C(COc1ccc(Cl)cc1)NCc1nnc(SCC(=O)NCc2ccc3c(c2)OCO3)o1,2%,2%,-7,-2%,0%,-7%,-1%,0.2%,-28%,1%,-4%
O=C(CCCN=C1NS(=O)(=O)c2ccccc21)OCC(=O)c1ccc(F)c(F)c1,22%,2%,9,0%,1%,-7%,1%,-0.4%,18%,-3%,-2%
CCOC(=O)c1nnn(-c2nonc2N)c1-c1ccc(C)cc1,3%,6%,9,-1%,1%,-1%,0%,0.0%,-7%,4%,-5%
CC1CCN(S(=O)(=O)c2ccccc2)CC1,-4%,1%,5,0%,3%,-3%,0%,0.9%,6%,3%,-1%
FC(F)(F)c1ccc(Oc2ccc3cc(Br)ccc3c2)nc1,1%,23%,-4,-3%,4%,?,15%,0.1%,?,1%[46.1 µM],4%
CCOc1ccc(S(=O)(=O)N2CCC(C(=O)NCCN3CCOCC3)CC2)cc1C,-4%,4%,3,-5%,0%,?,0%,-0.3%,24%,0%,0%
Cc1ccccc1SCC(=O)OCC(=O)N(C)c1c(N)n(Cc2ccccc2)c(=O)[nH]c1=O,24%,5%,43,-4%,4%,0%,2%,-0.3%,10%,-5%,-1%
N#Cc1cccc(C#N)c1Oc1ccc(N)cc1,-4%,-1%,-3,-3%,1%,3%,3%,-0.7%,9%,10%,-1%
CCOc1ccc(CSC(=N)N)cc1Cl,-4%,1%,-5,-1%,-2%,?,?,-0.4%,8%,-1%,-7%
Cc1ccc(NC(=O)/C=C/c2ccc([N+](=O)[O-])s2)c(C)c1,0%,7%,-15,2%,-2%,?,-11%,4.2%,?,-3%[46.1 µM],-3%
CCOC(=O)C1CCN(C(=O)c2cc(S(=O)(=O)N(C)C)ccc2N2CCCC2)CC1,4%,3%,5,.,1%,4%,-2%,0.0%,2%,5%,1%
O=C(O)c1[nH]c2ccc(Br)cc2c1CCN1C(=O)c2cccc([N+](=O)[O-])c2C1=O,-4%,0%,-12,-4%,0%,-4%,7%,0.4%,0%,-5%,3%
CCOC(=O)c1sc2nc(C)nc(NCc3ccc(Cl)cc3)c2c1C,?,-21%,-12,1%,3%,1%,-5%,-0.6%,12µM*,-8%,1%
